OXTR potentiator: human OXTR potentiators, primary screen, fluorescence, CHO-OTR cells, Fluo-8 calcium. Oxytocin receptor (Homo sapiens), P30559. Fluo-8 calcium fluorescence, potentiator mode; 0% = oxytocin EC15, 100% = EC100. activation, % at 3 µM. actives 0.061% (n = 320,000). AID 2445, 2010;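 active = activation above that plate's cutoff, the mean activation of tested compounds plus 3 SD, cut at about 6.6% in these data, passing the limit was not always enough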;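 note: 100% uses oxytocin at 75 nM as the full agonist control; some results filed as inactive read as strong as hits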
Target sequence (P30559 whole entry, looked up): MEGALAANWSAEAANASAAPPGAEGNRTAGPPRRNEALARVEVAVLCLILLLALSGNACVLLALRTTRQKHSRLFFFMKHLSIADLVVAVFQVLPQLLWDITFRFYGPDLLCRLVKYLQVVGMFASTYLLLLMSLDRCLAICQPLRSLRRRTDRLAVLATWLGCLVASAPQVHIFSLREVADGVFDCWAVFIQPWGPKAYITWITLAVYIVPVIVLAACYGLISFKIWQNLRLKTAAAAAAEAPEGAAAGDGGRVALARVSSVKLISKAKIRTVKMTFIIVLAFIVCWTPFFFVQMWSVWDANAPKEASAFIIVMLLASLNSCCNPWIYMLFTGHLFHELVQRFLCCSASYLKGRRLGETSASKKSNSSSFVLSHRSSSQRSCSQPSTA
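System: human OTR in CHO cells / Also added: sub-maximal oxytocin, roughly EC15 / Control set: EC15 oxytocin low, 75 nM oxytocin high / Schedule: 6 min compound pre-incubation at room temperature, 100 s kinetic read / Compound: single-point 3.0 µM / Replication: singlicate / Technique: Fluo-8 calcium dye fluorescence / Read-out basis: % activation of max/min ratio relative to oxytocin controls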
MEKK2wt PB1 HTS: modulators of MEK5 binding to wildtype MEKK2, primary screen, biochemical, multiplex bead flow cytometry, Alexa488-MEK5; actives 1.1% (n = 290,000); AID 1531, 2009; Alexa488-MEK5 binding to MEKK2 WT; actives lie on both sides; binding response (% of control), % at 10 µM; in the data active = binding response below about 67% or above about 130%
GPR7 antag: GPR7 receptor antagonists, primary screen, cell-based, fluorescence, single concentration; Neuropeptides B/W receptor type 1 (Homo sapiens), P48145; GPR7-expressing cells, fluorescence antagonist assay; inhibition, % at 4.4 µM; actives 1.1% (n = 290,000); in the data active = inhibition above about 16%, passing the limit was not always enough;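 note: cells stimulated with the agonist NPW; 0% = agonist with vehicle and 100% = vehicle without agonist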
NALP1 yeast inh: NALP1 inflammasome inhibitors in reconstituted yeast, colorimetric, S. cerevisiae, triplicate retest | S. cerevisiae NALP1/ASC/caspase-1 growth, X-gal OD620, 72 h | inhibition, % at 10 µM | actives 0.61% (n = 280,000) | AID 2071, 2009; in the data active = inhibition mostly above about 24%, no sharp cut-off; inactive = mostly below about 32%; note: some compounds called inactive have numbers as strong as hits
GalR3 antagonist: GalR3 antagonists in HEK293 cells, primary screen, cell-based, fluorescence readout; actives 0.44% (n = 360,000); HEK293 GalR3-CNG cAMP membrane potential fluorescence; galR3 body fused to GalR1 C-terminus; AID 651719, 2012; inhibition, % at 3 µM; Galanin receptor type 3 (Homo sapiens), O60755;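 active = inhibition above the screen-wide average plus 3 SD, cut at about 13% in these data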;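 note: forskolin and galanin both at EC90 stimulate the cells; cAMP rise reported by CNG channel membrane potential dye signal; 0% = forskolin plus galanin with DMSO and 100% = forskolin alone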
MEKK2 mut-MEK5: MEK5 binding signal on mutant MEKK2 PB1, primary screen, biochemical, multiplex bead flow cytometry, Alexa488-MEK5; AID 1530, 2009; actives 0.35% (n = 290,000); percent response, % at 10 µM; Alexa488-MEK5 binding to MEKK2 mutant; in the data active = percent response above about 24%, passing the limit was not always enough; note: inactives centre near 1; some results filed as inactive read as strong as hits
OXTR agonist: human OXTR agonists, primary screen, fluorescence, CHO-OTR cells, Fluo-8 calcium. Oxytocin receptor (Homo sapiens), P30559. Fluo-8 calcium fluorescence; normalized: DMSO 0%, oxytocin 100%. AID 2435, 2010. actives 0.32% (n = 320,000). activation, % at 3 µM;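 active = activation above the mean of all tested compounds plus 3 SD, cutoff set per screening run, cut at about 20% in these data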;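 note: peak over basal fluorescence ratio from a 100 s FLIPR kinetic read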
V1aR counter: agonists of human V1a receptor, primary screen, counter-screen for OXTR agonist project, fluorescence, CHO-V1R cells; Vasopressin V1a receptor (Homo sapiens), P37288; Fluo-8 calcium fluorescence, agonist mode; 0% DMSO, 100% 3 nM vasopressin; activation, % at 3 µM; actives 0.25% (n = 320,000); AID 2797, 2010;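 active = activation above the mean activation of all tested compounds plus 3 SD, per screening run, cut at about 20% in these data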;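 note: signal is peak over basal fluorescence ratio across a 100 second FLIPR read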
Target sequence (P37288 whole entry, looked up): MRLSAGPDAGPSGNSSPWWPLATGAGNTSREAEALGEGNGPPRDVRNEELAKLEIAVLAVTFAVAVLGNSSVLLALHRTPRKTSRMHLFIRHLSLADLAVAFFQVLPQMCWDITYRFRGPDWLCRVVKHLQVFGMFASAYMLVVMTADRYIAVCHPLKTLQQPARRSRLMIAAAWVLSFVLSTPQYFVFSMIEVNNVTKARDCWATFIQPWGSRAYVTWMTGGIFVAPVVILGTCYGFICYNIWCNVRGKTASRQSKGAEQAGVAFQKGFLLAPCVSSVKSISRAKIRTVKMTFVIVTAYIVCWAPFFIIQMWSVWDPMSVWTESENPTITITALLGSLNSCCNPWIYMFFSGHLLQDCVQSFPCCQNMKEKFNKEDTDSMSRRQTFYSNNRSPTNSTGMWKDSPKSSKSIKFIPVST
PfM18AAP inh: PfM18AAP inhibitors, malaria aminopeptidase, primary screen, biochemical, QFRET, recombinant enzyme; H-Glu-NHMec fluorogenic cleavage; inhibition, % at 7.35 µM; actives 1.2% (n = 290,000);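 active = inhibition above the campaign mean inhibition over all tested compounds plus 3 SD, cut at about 28% in these data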;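 note: 0% = plate median of test compound wells and 100% = 2 mM ZnCl2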
* marks the source's active call; other numbers are inactive results; . = not tested or not shown.

1: CCOC(=O)c1c(S(=O)(=O)Nc2ccc(C)cn2)c(C)n(C)c1C
2: Cc1ccc(C(=O)CSc2nnc(COc3cccc4cccnc34)o2)cc1
3: CC1CC(C)(C)NC(=S)N1CCC(=O)N1CCN(c2ccccc2)CC1 (stereo not drawn)
4: COc1cccc(OCCNC(=O)Nc2cc(F)c(F)cc2Cl)c1
5: Nc1nc(N)c(N=O)c(OCC2CCCCC2)n1
6: Oc1ccc(/C=N\Nc2cc(N3CCOCC3)nc(N3CCOCC3)n2)c(O)c1
7: O=C(NCCCl)c1ccc(OCc2ccccc2)cc1Cl
8: COc1ccc(OCCOCCN2CCc3ccccc3C2)cc1
9: COc1ccc(Cl)cc1NC(=O)CN1c2ccccc2CC1C (stereo not drawn)
10: CCN(CC)c1ccc(/C=N/N2C(C)CCCC2C)c(O)c1 (stereo not drawn)
Screen / compound no.,1,2,3,4,5,6,7,8,9,10
OXTR potentiator,-7,-4,-6,-3,-4,-10,-10,-11,-13,0
MEKK2wt PB1 HTS,102,99,79,104,104,102,92,92,86,107
GPR7 antag,-6,-19,-13,-4,-24,-1,10,-8,-15,-8
NALP1 yeast inh,7,29,-9,11,2,26,6,-15,10,26
GalR3 antagonist,-9,-3,-4,-2,.,-3,-11,-2,-11,-8
MEKK2 mut-MEK5,5,1,-14,1,7,0,-9,-7,-3,4
OXTR agonist,-0.3,5.7,-1.4,-0.4,-1.2,0.0,22*,-0.8,-1.6,-2.4
V1aR counter,0.3,5.6,0.4,-0.6,-0.3,1.2,10,-0.6,0.2,-0.4
PfM18AAP inh,2,0,3,4,6,26,-2,6,-2,17

Arranged by heavy-atom count (lowest first): some entries from above
5: Nc1nc(N)c(N=O)c(OCC2CCCCC2)n1
7: O=C(NCCCl)c1ccc(OCc2ccccc2)cc1Cl
10: CCN(CC)c1ccc(/C=N/N2C(C)CCCC2C)c(O)c1 (stereo not drawn)
9: COc1ccc(Cl)cc1NC(=O)CN1c2ccccc2CC1C (stereo not drawn)
4: COc1cccc(OCCNC(=O)Nc2cc(F)c(F)cc2Cl)c1
3: CC1CC(C)(C)NC(=S)N1CCC(=O)N1CCN(c2ccccc2)CC1 (stereo not drawn)
2: Cc1ccc(C(=O)CSc2nnc(COc3cccc4cccnc34)o2)cc1
6: Oc1ccc(/C=N\Nc2cc(N3CCOCC3)nc(N3CCOCC3)n2)c(O)c1
Screen / compound no.,5,7,10,9,4,3,2,6
OXTR potentiator,-4,-10,0,-13,-3,-6,-4,-10
MEKK2wt PB1 HTS,104,92,107,86,104,79,99,102
GPR7 antag,-24,10,-8,-15,-4,-13,-19,-1
NALP1 yeast inh,2,6,26,10,11,-9,29,26
GalR3 antagonist,.,-11,-8,-11,-2,-4,-3,-3
MEKK2 mut-MEK5,7,-9,4,-3,1,-14,1,0
OXTR agonist,-1.2,22*,-2.4,-1.6,-0.4,-1.4,5.7,0.0
V1aR counter,-0.3,10,-0.4,0.2,-0.6,0.4,5.6,1.2
PfM18AAP inh,6,-2,17,-2,4,3,0,26

Additional compounds follow.
11: N#CCC(=O)N/N=C/c1ccc(SCC(=O)Nc2ccccc2)o1
12: O=C(OCCN=C1NS(=O)(=O)c2ccccc21)C1CC(=O)N(c2ccc3ccccc3c2)C1 (stereo not drawn)
13: CCNc1nc(SC(C)C(=O)OC)nc(N2CCOCC2)n1 (stereo not drawn)
14: Cc1ccc(SC(=O)COc2ccc(C)c(C)c2)cc1
15: COc1cc(/C=N/NC(=O)c2cccc(NC(=O)c3ccccc3C)c2)ccc1O
16: COc1cccc(NC(=O)C2CCOC2=O)c1 (stereo not drawn)
17: NC(=O)CN1CCN(c2nc(-c3ccc(F)cc3)cs2)CC1
18: O=[N+]([O-])c1cc(Cl)cc(/C=N\Nc2ccccn2)c1O
19: c1ccc(-n2c(SCC3CCCCO3)nnc2-c2cccs2)cc1 (stereo not drawn)
20: COc1ccc(/C=C2/C(=O)N(c3cccc(F)c3)N=C2C)c(OC)c1
Screen / compound no.,11,12,13,14,15,16,17,18,19,20
OXTR potentiator,-10,-3,-13,-9,-15,6,-3,-9,0,-6
MEKK2wt PB1 HTS,96,108,105,98,100,.,105,92,97,102
GPR7 antag,-2,5,7,2,6,.,-4,-8,-12,-14
NALP1 yeast inh,11,1,4,-2,-18,.,-4,-8,-1,13
GalR3 antagonist,-4,-5,0,-7,-6,-1,-4,0,-4,-3
MEKK2 mut-MEK5,-7,2,3,-4,-1,.,10,-6,2,0
OXTR agonist,-0.7,-1.4,-0.9,-0.2,4.0,0.5,3.0,-0.7,-1.4,0.5
V1aR counter,0.1,0.8,0.1,0.7,7.7,1.8,2.9,-0.5,-0.7,-1.4
PfM18AAP inh,35*,-7,1,2,5,.,4,-2,3,7

21: COc1ccc(-c2cc(C(F)(F)F)nc(N)n2)cc1
22: CC(=O)Nc1ccc(C2=NN(c3ccccc3)C(c3ccccc3)C2)cc1 (stereo not drawn)
23: CC1(NC(=S)NCCO)CCS(=O)(=O)C1 (stereo not drawn)
24: CCN(C(=O)COC(=O)C(Cc1ccccc1)N1C(=O)c2ccccc2C1=O)C1CCS(=O)(=O)C1 (stereo not drawn)
25: COc1cc(NC(=O)c2ccccc2F)ccc1NC(=O)c1cc2ccccc2o1
26: CC(=O)Nc1cccc(S(N)(=O)=O)c1C
27: CSc1ccccc1NC(=S)N/N=C/c1cccn1Cc1cccc(C)c1
28: COc1ccccc1OCC(=O)NN=C(Cc1ccccc1)Cc1ccccc1
29: COCCOC(=O)c1[nH]c2c(c1C)C(=O)CC(c1ccco1)C2 (stereo not drawn)
30: N#Cc1c(N)nc2c(c1-c1ccc(F)cc1)CCC2
Screen / compound no.,21,22,23,24,25,26,27,28,29,30
OXTR potentiator,9,-11,0,-2,.,0,-16,-7,-2,0
MEKK2wt PB1 HTS,98,92,108,103,98,88,101,98,100,100
GPR7 antag,-9,10,-10,2,-27,-7,-6,-7,24*,-9
NALP1 yeast inh,18,17,34,4,5,-27,2,1,.,-4
GalR3 antagonist,-4,-8,3,-2,-11,4,-4,-6,4,-8
MEKK2 mut-MEK5,3,-5,7,16,2,5,-2,-2,3,0
OXTR agonist,1.1,-1.4,0.2,6.8,.,0.3,-1.8,-1.6,0.3,-2.3
V1aR counter,-1.9,0.2,0.4,1.6,.,1.3,7.5,-1.2,0.9,0.2
PfM18AAP inh,6,7,0,3,-1,-1,0,6,-4,-4

31: CCOc1ccnc(OCC)c1Br
32: Cn1ncc2c(NNC(=O)c3ccc(Cl)cc3Cl)ncnc21
33: Cc1oc2c(c1C(=O)N1CCOCC1)C(=O)c1ccccc1C2=O
34: CCC(=O)c1ccc(N2CCN(C(=O)c3ccccc3)CC2)c(F)c1
35: COc1cc(-c2noc(-c3ccccc3C(=O)NCc3ccco3)n2)cc(OC)c1OC
36: Cc1nc2ccc(NC(=O)c3ccc(Cl)c([N+](=O)[O-])c3)cc2s1
37: O=C(OCc1csc(-c2ccccc2)n1)c1cccs1
38: CCC1CCCCN1CCNC(=O)CNS(=O)(=O)c1ccc2nc(C)sc2c1 (stereo not drawn)
39: CCCN1CCN(CC(=O)Nc2nc3ccccc3s2)CC1
40: COc1cccc(NC(=O)CNC(C)CCC(C)C)c1 (stereo not drawn)
Screen / compound no.,31,32,33,34,35,36,37,38,39,40
OXTR potentiator,4,3,-6,-12,-4,-3,-16,-1,.,-4
MEKK2wt PB1 HTS,101,95,96,92,90,115,112,106,114,95
GPR7 antag,-3,15,-11,7,-15,-12,-8,0,-1,-7
NALP1 yeast inh,23,22,2,0,.,33,9,-31,14,9
GalR3 antagonist,-3,-2,6,-4,1,-4,-3,-1,-13,-1
MEKK2 mut-MEK5,0,-1,0,-8,-7,15,12,3,4,3
OXTR agonist,1.4,1.1,0.3,4.3,1.9,-2.9,-2.4,-0.1,.,2.5
V1aR counter,1.1,-0.4,0.1,6.5,0.8,-1.0,-1.2,1.0,.,4.2
PfM18AAP inh,-2,41*,11,8,4,0,-1,0,-11,-2

41: CN(C)S(=O)(=O)c1ccc(C(=O)OCC(=O)Nc2ccccc2OC(F)F)cc1
42: Cc1ccc(CN2CCCC(C(=O)N3CCCC3)C2)cc1 (stereo not drawn)
43: c1ccc(/N=C2\N=C(Nc3ccccn3)c3ccccc32)nc1
44: Cc1cc(C)c(C)c(S(=O)(=O)N2CCN(C(=O)c3cc(S(=O)(=O)N4CCOCC4)ccc3F)CC2)c1C
45: COc1ccc2[nH]c(=O)c(CN(C(C)=O)c3cccc(C)c3)cc2c1
46: COC(=O)C1=C(C)N(C)C(=O)NC1c1c(O)ccc2ccccc12 (stereo not drawn)
47: CSCC[C@H](NC(=O)NCc1cccs1)C(=O)O
48: O=S1(=O)CCOC[C@H](c2ccccc2)N1Cc1ccccc1F
49: Cn1c(=O)c(=O)n(C)c2cc(N3CCCC3)c(NS(=O)(=O)c3ccc(F)cc3)cc21
50: Cc1ccc(C)c(NC(=O)Cn2nc([N+](=O)[O-])c(Br)c2C)c1
51: CCc1ccc(NC(=O)CCNS(=O)(=O)c2cccs2)cc1
52: CC(=O)c1cc(NC(=O)c2ccc(C)cc2)c(=O)oc1/C=C/N(C)C
53: O=C(O)C1C2C=CC(C2)C1C(=O)NCCC1=CCCCC1 (stereo not drawn)
Screen / compound no.,41,42,43,44,45,46,47,48,49,50,51,52,53
OXTR potentiator,-2,-9,2,-9,-3,1,-13,-4,-8,-9,-2,-8,-1
MEKK2wt PB1 HTS,100,106,.,.,101,98,100,102,102,96,107,108,106
GPR7 antag,-6,-4,.,.,-10,-14,9,-3,-9,-6,-5,-10,-11
NALP1 yeast inh,-6,-2,.,.,6,0,10,21,4,35,1,33,11
GalR3 antagonist,-4,-4,6,-3,-6,-11,0,-6,-3,2,1,0,-5
MEKK2 mut-MEK5,0,12,.,.,2,-2,-6,-2,3,-2,7,14,4
OXTR agonist,1.8,-0.7,-0.2,2.0,0.3,-1.1,-0.1,-1.8,-0.1,-1.4,-0.5,11,-0.1
V1aR counter,0.8,0.6,-0.1,1.3,0.4,1.5,-0.9,0.1,1.0,-0.5,0.2,6.1,1.0
PfM18AAP inh,-6,-2,.,.,-3,-1,-2,4,2,-12,7,-2,-4
